Assay outcomes as filed in PubChem BioAssay.
Pf gamet viab: P. falciparum stage V gametocyte viability inhibition; P. falciparum stage V gametocytes, ATP luminescence, 24 h; hit rate 0.065% among 150,000; inhibition, % at 10.9 µM;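 active = inhibition above the mean plus 3 SD of compounds within the control limits, set per campaign, cut at about 38% in these data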;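 note: 0% = DMSO wells and 100% = medium only without gametocytes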
Rac1 act GTP bind: alters GTP binding to activated mutant human Rac1; hit rate 0.11% among 190,000; percent activity (GTP binding), % at 10 µM; GST-Rac1 activated beads, fluorescent GTP binding, flow cytometry; actives lie on both sides; 100% means binding = to untreated wells; P63000;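 active = GTP binding at least 20 percentage points away from the 100% baseline, in either direction, so actives lie on both sides; inconclusive = Compound likely fluorescent itself, or too few beads counted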
Avidin bead fluor: avidin bead compound fluorescence profile; fluorescence (KMESF) at 10 µM; Avidin beads, compound fluorescence 488/530 nm, flow cytometry; hits give high values; AID 1775; hit rate 0.38% among 220,000; in the data active = fluorescence above about 47; note: inactives centre near 10
Rab2A wt mod: changes GTP binding to wildtype dog Rab2A, up or down; GST-Rab2 wt beads, Bodipy-GTP binding, flow cytometry; GTP binding activity, % at 10 µM; hit rate 0.19% among 190,000; AID 760;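 active = GTP binding activity at least 20 points away from 100%, either lowered or raised; inconclusive = signal likely due to the compound's own green fluorescence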;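 note: 0% = beads with excess unlabeled GTP and 100% = no-compound control corrected for plate trend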
Rab7 wt GTP bind: alters GTP binding to wildtype dog Rab7 | GST-Rab7 beads, fluorescent GTP binding, flow cytometry; actives lie on both sides; untreated = 100%, excess cold GTP = 0% | AID 758 | hit rate 0.055% among 190,000 | GTP binding activity (percent of control), % at 10 µM;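 active = fluorescent GTP binding to Rab7 beads changed by at least 20 points from the 100% baseline, either direction, mostly lower; inconclusive = compound itself probably fluorescent, or too few beads counted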;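 note: median green fluorescence of bound Bodipy-FL-GTP per Rab7 bead population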
HRas wt GTP bind: changes GTP binding to wildtype human HRas; GST-Ras wt beads, Bodipy-FL-GTP binding, flow cytometry; actives lie on both sides; GTP binding activity, % at 10 µM; hit rate 0.14% among 190,000; AID 759;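 active = GTP binding activity at least 20% away from the 100% baseline, either lowered as inhibitor or raised as activator; inconclusive = flagged as likely green fluorescent, judged across all proteins in the well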;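 note: 0% = unlabeled GTP competition control and 100% = no-compound control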
Target sequence (P01112 whole entry, looked up): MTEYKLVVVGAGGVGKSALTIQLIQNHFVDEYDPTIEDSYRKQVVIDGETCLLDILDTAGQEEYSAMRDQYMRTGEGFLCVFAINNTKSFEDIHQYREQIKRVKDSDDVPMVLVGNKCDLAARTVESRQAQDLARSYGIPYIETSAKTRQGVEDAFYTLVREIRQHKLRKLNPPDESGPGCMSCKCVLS
GSH fluor: GSH bead compound fluorescence profile. GSH beads flow cytometry, compound fluorescence 488/530 nm; hits give high values. fluorescence (KMESF) at 10 µM. hit rate 0.25% among 190,000; in the data active = fluorescence above about 89;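 note: glutathione beads carrying GST-tagged Bcl family fusion proteins plus one bare bead set; values are compound well signal with DMSO vehicle wells as background; inactives centre near 16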
Rac1 wt GTP bind: alters GTP binding to wildtype human Rac1; P63000; GST-Rac1 beads, fluorescent GTP binding, flow cytometry; actives lie on both sides; 0 = cold GTP competed, 100 = untreated; GTP binding activity (% of control), % at 10 µM; hit rate 0.27% among 190,000; AID 757;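 active = GTP binding activity at least 20 points away from the 100% control level, either lower or higher; inconclusive = compound flagged as likely green fluorescent, judged across all proteins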
Cdc42 wt: human Cdc42 wildtype GTP binding change, either direction | P60953 | GST-Cdc42 beads, Bodipy-GTP binding, flow cytometry; actives lie on both sides | percent activity (GTP binding), % at 10 µM | hit rate 0.2% among 190,000 | AID 761;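 active = percent activity GTP binding at least 20 points away from the 100% baseline, either down as inhibitor or up as activator; inconclusive = compound flagged as likely green fluorescent from well-wide comparison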;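 note: median bead fluorescence of bound Bodipy-FL-GTP at 100 nM; 0% = excess unlabeled GTP control and 100% = no compound control; below 100% means less GTP binding so inhibitor and above means activator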
Target sequence (P60953 whole entry, looked up): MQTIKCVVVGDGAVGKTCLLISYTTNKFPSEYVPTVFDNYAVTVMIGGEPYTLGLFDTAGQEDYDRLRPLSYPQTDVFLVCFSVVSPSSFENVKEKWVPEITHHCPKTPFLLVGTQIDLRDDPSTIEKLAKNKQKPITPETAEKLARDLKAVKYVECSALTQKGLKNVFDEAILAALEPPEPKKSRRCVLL
Mcl1 Bid PPI: disrupts binding of human Mcl-1 to Bid peptide. Q07820. TR-FRET Mcl-1/Bid-Dy647 peptide binding, 1536-well. inhibition, % at 21.7 µM. hit rate 0.97% among 220,000;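 active = compounds that cut the binding signal by more than half at the single screening dose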;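 note: His-tagged Mcl-1 with europium anti-His antibody binding Bid BH3 peptide; 0% = Mcl-1 plus peptide wells and 100% = peptide-only wells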
Target sequence (Q07820 whole entry, looked up): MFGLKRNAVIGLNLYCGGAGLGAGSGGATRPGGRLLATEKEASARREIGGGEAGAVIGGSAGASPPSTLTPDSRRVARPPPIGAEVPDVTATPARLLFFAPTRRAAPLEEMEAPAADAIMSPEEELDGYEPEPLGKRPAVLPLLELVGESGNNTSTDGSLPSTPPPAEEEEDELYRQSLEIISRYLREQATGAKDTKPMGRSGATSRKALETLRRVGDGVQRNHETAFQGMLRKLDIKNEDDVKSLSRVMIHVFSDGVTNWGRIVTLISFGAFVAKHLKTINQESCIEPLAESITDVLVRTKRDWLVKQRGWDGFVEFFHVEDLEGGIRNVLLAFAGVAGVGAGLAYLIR
Mcl1-Noxa inh: Mcl-1/Noxa interaction inhibition; AID 1022; TR-FRET Mcl-1/Noxa peptide binding, 2 h; Q07820; inhibition, % at 21.7 µM; hit rate 1.5% among 220,000;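 active = compounds that cut the protein-peptide binding signal by more than 50% relative to plate controls in a single-dose test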;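 note: His-tagged Mcl-1 with rhodamine Noxa BH3 peptide and terbium anti-His antibody; 0% = Mcl-1 plus Noxa peptide wells and 100% = peptide-only wells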
* marks the source's active call; other numbers are inactive results; ? = inconclusive; nt = no result given.

smiles,Pf gamet viab,Rac1 act GTP bind,Avidin bead fluor,Rab2A wt mod,Rab7 wt GTP bind,HRas wt GTP bind,GSH fluor,Rac1 wt GTP bind,Cdc42 wt,Mcl1 Bid PPI,Mcl1-Noxa inh
Cc1cc(C)nc(N2N=C(CSc3ccc(Cl)cc3)CC2=O)n1,-33,93,6,95,102,96,12,94,100,-57,-16
Cc1ccc(NC(=O)COC(=O)Cn2nc(C)c([N+](=O)[O-])c2C)c([N+](=O)[O-])c1,0,96,12,95,98,97,6,97,95,-14,5
Cc1ccc(-c2nn(-c3ccccc3)cc2/C=C/C(=O)Nc2nccs2)cc1,-9,102,22,100,100,100,11,103,103,0,0
CCC(C)c1ccc(Nc2ncccc2C#N)cc1 (stereo not given),nt,94,16,95,97,96,8,95,93,-4,-3
C/C(=N\Nc1nnc(-c2ccccc2)c(-c2ccccc2)n1)c1cccc([N+](=O)[O-])c1,nt,94,21,100,101,101,17,99,100,-34,-2
COC(=O)CSc1ncc(OC)c(OC)n1,5,97,19,100,101,99,14,103,100,-6,-4
Cc1ccc(-n2c(C)cc(C(=O)CN3CCCCC3)c2C)cc1,nt,98,3,98,95,96,11,105,96,-18,-3
CC1CCCN(CCSc2ccc(Cl)cc2)C1 (stereo not given),18,102,17,99,100,100,17,104,103,23,30
CC(=O)c1ccc(NS(=O)(=O)c2ccc(C)cc2)cc1,nt,93,23,94,98,94,23,95,92,8,-9
O=C1CCC(Cc2ccccc2)N1 (stereo not given),nt,94,16,97,96,97,50,98,100,-14,28
CC1CCCCN1C(=O)c1ccc(C(=O)N2CCCCC2C)cc1 (stereo not given),1,99,11,102,99,103,71,100,105,-27,-9
Cc1cccc(NC(=O)c2ccc(CN3CCc4ccccc4C3)cc2)c1C,-17,93,9,95,100,96,9,97,97,0,9
CCCc1cc(C(=O)NCC(C)C)no1,nt,98,7,100,100,100,24,100,101,-14,30
COc1ccc(OC)c(S(=O)(=O)N2CCN(C34CC5CC(CC(C5)C3)C4)CC2)c1,nt,100,11,99,99,101,25,104,103,-11,18
COc1ccc(C(=O)C[n+]2ccc(-c3nnc4n3CCC4)cc2)cc1,18,104,6,104,99,102,9,106,102,-1,7
Cc1ccccc1C(C(=O)NC1CCCCC1)N(C(=O)CNC(=O)c1ccco1)c1cccnc1 (stereo not given),0,95,13,97,97,100,16,103,98,-8,-8
CCCC1(C(=O)O)NC(c2ccccc2O)C2C(=O)N(c3cccc(Cl)c3)C(=O)C21 (stereo not given),nt,101,9,104,101,102,20,106,105,-23,-1
CC(C)CCNC(=O)CNC(=O)c1cccs1,nt,97,8,96,93,98,5,99,102,-30,2
COc1ccccc1CN(Cc1cc2c(C)ccc(C)c2[nH]c1=O)Cc1nnnn1Cc1ccco1,nt,99,11,102,101,99,10,91,100,-16,8
O=C(OCc1nc2scc(-c3ccccc3)c2c(=O)[nH]1)c1cc(Cl)ccc1[N+](=O)[O-],-21,95,2,97,96,97,6,98,98,-12,12
S=C(NCCc1ccccc1)N1CCN(Cc2ccc(Cl)c(Cl)c2)CC1,8,96,25,99,101,102,10,106,106,-28,16
COCCN(C(=O)CNC(=O)c1cccs1)C(C(=O)NC1CCCCC1)c1ccco1 (stereo not given),nt,105,9,107,105,108,20,105,109,-54,-16
CC(C)[C@H](NC(=O)c1ccco1)C(=O)OCC(=O)Nc1cccc(F)c1,-9,98,27,98,103,100,19,101,95,-10,3
COc1ccc(C(NC(C)=O)c2ccc3cccnc3c2O)c(OC)c1 (stereo not given),nt,96,7,98,102,99,13,101,96,-48,-28
Cc1cc(NS(=O)(=O)c2ccc(NC(=O)CCCC(=O)O)cc2)nc(C)n1,nt,93,29,90,93,95,22,88,96,2,-4
COc1ccc(N2CCN(CCNC(=O)CCCn3c(=O)[nH]c4cc(Cl)ccc4c3=O)CC2)cc1,20,99,7,100,102,99,34,101,102,-18,9
CCOC(=O)CSc1cc(C)nc(N)n1,-15,100,18,101,100,103,31,106,103,-6,12
COc1cc([N+](=O)[O-])ccc1NC(=O)CCN1C(=O)C2C3CCC(C3)C2C1=O (stereo not given),22,101,22,98,98,100,7,106,102,13,18
Cn1c(=O)cc(SCC(=O)N2CCN(Cc3ccc4c(c3)OCO4)CC2)c2ccccc21,-4,94,11,95,92,96,28,94,95,-17,14
CC(=O)c1cccc(NC(=O)Oc2ccccc2)c1,nt,100,13,104,105,104,16,102,103,-14,-8
CC(=O)c1cccc(NC(=O)C2CCCN(S(=O)(=O)c3ccc(F)cc3)C2)c1 (stereo not given),nt,100,5,103,103,102,35,102,106,-25,2
Cc1ccc(C)c(NC(=O)CCC(=O)OC(C(=O)c2ccccc2)c2ccccc2)c1 (stereo not given),nt,97,32,100,95,100,25,102,101,5,-2
Cc1[nH]n(-c2ccccc2)c(=O)c1C=Nc1ccc2[nH]c(=O)[nH]c2c1,8,100,5,93,93,96,8,95,101,-21,30
COc1cccc(C(=O)Nc2nc(-c3ccccc3)c(-c3ccccc3)o2)c1,-30,94,10,94,98,92,16,92,88,-59,-63
CCOC(=O)C1CCCN(C/C(O)=C(\C#N)c2nc(-c3ccc(Cl)cc3)cs2)C1 (stereo not given),nt,98,16,97,100,99,23,99,101,-50,-23
Cc1ccc2oc(-c3cccc(NC(=O)c4ccc(Br)o4)c3C)nc2c1,nt,95,9,98,102,101,47,103,98,13,-21
CC(C)(C)n1nnnc1C(c1cccs1)N(Cc1cccnc1)CC1CCCO1 (stereo not given),nt,96,8,99,100,100,23,98,100,0,3
Cc1ccc2c(c1)N(CCCC(=O)NCC1COc3ccccc3O1)C(=O)CO2 (stereo not given),nt,100,9,103,104,102,16,103,102,-16,6
CC(C)c1ccc(/C=C2\CC/C(=C\C=N\N(C)C)C2=O)cc1,nt,92,12,94,95,97,28,95,98,8,27
CCOC(=O)C1CCCN(Cc2cc(Br)ccc2OC)C1 (stereo not given),-6,101,32,104,103,103,22,107,102,46,17
CCOc1ccccc1N1CC(C(=O)Nc2ccc(C(=O)O)cc2)CC1=O (stereo not given),nt,95,5,94,96,97,32,96,99,-16,10
O=C(Nc1cccc(O)c1)c1cc(-c2ccco2)on1,nt,97,7,99,100,99,70,98,100,-43,18
O=S(=O)(N1CCCCC1)n1c(Cc2ccccc2)nc2ccccc21,nt,99,38,100,98,101,10,102,101,1,-5
Cc1ccc(OCCn2c(=O)cnc3ccccc32)cc1,nt,101,6,101,96,103,70,105,102,3,4
Oc1c(Br)cc(Br)cc1/C=N/c1nc2c(s1)CCCC2,nt,96,10,98,97,99,8,103,98,29,35
CC(C)c1cc(C(=O)N2CCCC(CCC(=O)NCc3ccccc3F)C2)n(C)n1 (stereo not given),4,98,10,99,103,99,12,100,99,-44,0
CC(Sc1nnc(-c2cccs2)n1-c1ccccc1)C(=O)NCc1ccc2c(c1)OCO2 (stereo not given),3,98,6,99,102,100,57,103,102,-7,1
C=CCNC(=S)N(Cc1ccccc1)Cc1ccc(F)cc1,-26,94,11,94,92,95,13,99,94,-10,9
CC1(C)CC(NC(=O)C(F)(F)F)CC(C)(C)N1OC(=O)c1ccco1,-8,99,4,104,104,103,49,104,104,7,15
Cc1cc2cc(CNC(=O)Nc3cccc(Cl)c3)ccc2n1C,nt,99,7,100,98,99,26,102,98,-19,-2
FC(F)(F)Oc1ccc(NC(=S)NCc2ccccc2)cc1,2,97,23,100,100,99,11,103,102,-46,11
CS(=O)(=O)Nc1ccc(C(=O)NCCSCc2ccco2)cc1,6,94,13,98,95,99,31,99,101,1,7
Cc1c(C)c2ccc(OC3CCCCC3=O)cc2oc1=O (stereo not given),nt,99,7,99,99,97,15,99,102,11,-4
Cc1cccc(N2C(=O)CC(N(C(=O)c3ccco3)c3cccc(C)c3)C2=O)c1 (stereo not given),-18,97,5,100,100,100,18,105,97,1,9
O=C1NCCCC2c3c(cc(Br)c(O)c3Br)OC12N1CCCCC1 (stereo not given),nt,100,7,96,97,100,4,103,101,-45,19
CCN(CC)S(=O)(=O)c1ccc2[nH]c(=O)[nH]c2c1,nt,100,31,100,96,100,19,104,100,-11,-1
Cc1noc(C)c1S(=O)(=O)N1CCCC(C(=O)Nc2ccc(Cl)cn2)C1 (stereo not given),-4,100,13,102,100,99,29,107,101,-15,-1
CN(CC1COCCO1)c1nc2nonc2nc1N1CCSCC1 (stereo not given),5,95,9,96,95,97,17,99,96,-35,-11
COc1ccc(CSc2cccc3cccnc23)cc1[N+](=O)[O-],nt,103,15,101,103,101,18,105,100,-1,-2
CCOC(=O)c1c(C)[nH]c(/C(C)=N/O)c1C,nt,97,5,98,102,99,34,103,100,-22,7

Next records follow:
smiles,Pf gamet viab,Rac1 act GTP bind,Avidin bead fluor,Rab2A wt mod,Rab7 wt GTP bind,HRas wt GTP bind,GSH fluor,Rac1 wt GTP bind,Cdc42 wt,Mcl1 Bid PPI,Mcl1-Noxa inh
O=[n+]1c2c(n([O-])c3cc(F)ccc31)CCCC2,nt,98,5,97,100,99,16,101,100,-2,17
O=[N+]([O-])c1ccc(Nc2nc(N/N=C\c3ccc4c(c3)OCO4)nc(N3CCCCC3)n2)cc1,-19,97,28,97,99,99,24,100,98,-7,7
CCOC1CC(C)(C)NC(=S)N1 (stereo not given),7,100,3,97,97,98,7,103,103,-49,29
C=C(C)CN(CC)Cc1c(C(=O)N(C)CCCC)nc2ccccn12,16,97,10,99,99,97,52,101,101,-14,1
O=C(Nc1cc([N+](=O)[O-])ccc1Cl)C(Sc1ccccc1)c1ccccc1 (stereo not given),-2,100,13,96,100,96,6,102,98,-16,6
Cn1c(=O)[nH]c(=O)c2[nH]c(N(Cc3ccccc3)Cc3ccccc3)nc21,7,98,6,101,101,101,31,102,100,-26,-17
CCOC(=O)c1c(C)n(C)c2ccc(OC)c(NS(=O)(=O)CC)c12,nt,102,12,99,98,101,18,108,104,-39,25
CC(=O)NNc1ccc(C(F)(F)F)cc1[N+](=O)[O-],1,99,5,100,102,102,15,104,100,-7,15
Cc1cccc(C)c1NC(=O)C1NC(=O)CC1c1ccccc1 (stereo not given),nt,97,7,97,100,97,26,98,97,-14,16
CCN(CC)S(=O)(=O)c1cc(C)ccc1SC,13,98,6,100,99,99,10,101,98,-4,-11
CC(C)(C)c1nn2cnnc2n(/N=C/c2ccc(O)cc2)c1=O,17,?,12,?,?,?,14,?,?,-13,15
O=S(=O)(Nc1ccccn1)c1cccs1,-4,96,9,99,98,94,10,99,96,-10,-10
